m5-HT2A agonist: agonists of mouse serotonin 5-HT2A receptor (HTR2A); P35363; CHO-K1 mHTR2A beta-arrestin complementation, luminescence; percent of 30 µM serotonin response; activation, % at 7.6 µM; hit rate 0.66% among 360,000; AID 624169;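 active means activation above a run cutoff, the mean activation of all tested compounds plus 3 SD, cut at about 14% in these data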;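 further: 0% = plate median of compound wells and 100% = 30 µM serotonin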
PDI turbidity: blocks human protein disulfide isomerase activity; P07237; PDI insulin aggregation turbidity, A650, 90 min; inhibition, % at 10 µM; hit rate 0.052% among 350,000;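 active means mean inhibition across replicates of 30% or more, whatever share of single replicates reach that level; inconclusive means mean inhibition below 30% while every single replicate reaches 30%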;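 further: absorbance from insulin aggregation driven by PDI reduction with DTT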
ABCB6 inh MLPCN: blocks the human ABCB6 transporter | Q9NP58 | K562-ABCB6 porphyrin accumulation, flow cytometry, 1 h; hits give low values | hit rate 0.19% among 360,000 | AID 602162 | fluorescence ratio to DMSO, % at 10 µM;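 active means fluorescence ratio to DMSO below 75%, the collection mean minus 3 SD; inconclusive means too few cells collected in the well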;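 further: signal is porphyrin accumulated inside mitochondria; 100% equals median channel fluorescence of DMSO control wells; lower ratio means ABCB6 inhibition with less porphyrin fluorescence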
Target sequence (Q9NP58 whole entry, looked up): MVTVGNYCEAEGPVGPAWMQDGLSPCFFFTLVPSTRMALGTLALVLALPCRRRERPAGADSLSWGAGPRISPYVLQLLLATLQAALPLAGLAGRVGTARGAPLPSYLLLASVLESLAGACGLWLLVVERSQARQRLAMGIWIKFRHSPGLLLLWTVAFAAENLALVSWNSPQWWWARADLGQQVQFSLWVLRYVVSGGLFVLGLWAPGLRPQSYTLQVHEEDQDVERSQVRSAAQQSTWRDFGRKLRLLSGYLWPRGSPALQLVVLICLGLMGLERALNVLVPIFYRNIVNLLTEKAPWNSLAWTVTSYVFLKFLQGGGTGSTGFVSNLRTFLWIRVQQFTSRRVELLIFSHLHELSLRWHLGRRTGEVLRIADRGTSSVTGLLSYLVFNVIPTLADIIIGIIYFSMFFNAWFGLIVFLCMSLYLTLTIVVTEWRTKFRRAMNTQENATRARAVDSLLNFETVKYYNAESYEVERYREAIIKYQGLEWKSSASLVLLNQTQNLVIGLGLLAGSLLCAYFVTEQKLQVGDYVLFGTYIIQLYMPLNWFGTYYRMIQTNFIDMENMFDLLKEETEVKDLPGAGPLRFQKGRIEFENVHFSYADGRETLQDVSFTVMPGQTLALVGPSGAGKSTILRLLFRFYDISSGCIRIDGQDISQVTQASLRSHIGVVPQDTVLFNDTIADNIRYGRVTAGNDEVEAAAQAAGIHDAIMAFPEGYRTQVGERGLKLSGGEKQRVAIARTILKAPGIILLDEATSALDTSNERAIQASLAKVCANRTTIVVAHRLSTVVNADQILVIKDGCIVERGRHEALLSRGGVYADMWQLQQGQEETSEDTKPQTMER
H9c2 protect: myocardial damage modulation in H9c2 cells. H9c2 cardiomyocytes, H2O2 injury protection, ATPLite, 2 h. protection from H2O2 cell death, % at 20 µM. hit rate 0.63% among 360,000. AID 588492;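 active means compounds giving at least 50% protection of heart cells from peroxide-induced death in the single-dose screen, raw or plate-pattern-corrected value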;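 further: 0% = DMSO wells with peroxide and 100% = DMSO wells without peroxide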
Glyco luc inh: blocks N-linked glycosylation in D54 reporter cells; D54 ERlucT glycosylation luciferase reporter, 24 h; percent of 100 nM tunicamycin response; reporter increase, % at 12.5 µM; hit rate 0.23% among 360,000; AID 588692;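 active means mean luciferase reporter signal, scaled so untreated is 0 and the glycosylation-blocking control 100, at or above a set limit in every replicate; inconclusive means mean reaches the limit but not every replicate does; inactive means mean below the limit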;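 further: luciferase carries N-glycosylation sites so blocking glycosylation raises the light; 0% = median of neutral control wells and 100% = median of 100 nM tunicamycin wells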
hiPSC survival: hiPSC single-cell survival enhancement; ATPlite luminescence; 100% = ROCK inhibitor wells, 0% = DMSO; hit rate 0.044% among 360,000; survival enhancement, % at 20 µM; AID 602274; in the data active means survival enhancement above about 18%;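 further: cells exposed to compounds for 16 hours before the ATP read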
Exocytosis inh: blocks lytic granule exocytosis | hit rate 0.66% among 360,000 | TALL-104 LAMP-1 surface exposure, flow cytometry; cells stimulated with thapsigargin and PMA | AID 651702 | inhibition, % at 10 µM;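 active means inhibition above about 55%, limit read from the data; inconclusive means no clear call, values can overlap the other calls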
aDG glyco up: increases alpha dystroglycan glycosylation | AID 624168 | Pro5-aDG cells, alpha-DG glycosylation AlphaScreen (IIH6); 0% Pro5, 100% B10-LARGE cell signal | activation, % at 10 µM | hit rate 0.22% among 360,000;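 active means activation of at least 8% versus controls, or a plate z-score of at least 8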;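 further: Pro5 are CHO cells carrying HIG-tagged alpha-DG that lacks glycosylation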
Vif inh: inhibitors of HIV Vif. inhibition, % at 7.49 µM. HEK293T cells, Vif self-association by quenched fluorescence, imaging, 24 h. hit rate 0.35% among 340,000. AID 602346; in the data active means inhibition above about 50%, passing the limit was not always enough; inconclusive means no clear call, values can overlap the other calls; inactive means below about 31%; further: some results filed as inactive read as strong as hits
CaV13 FRET inh: Primary screen for inhibitors of IQ motif and Ca2+-dependent inactivation inhibitor domain binding in CACNA1D, Förster resonance energy transfer in living cells, …; HEK cells, CFP/YFP FRET ICDI-IQ, plate reader, 10 min; percent FRET-ratio fall versus neutral wells; inhibition, % at 12.3 µM; hit rate 0.098% among 340,000; AID 743397;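 active means mean replicate inhibition of at least 30% and at least 1% of replicates passing that level; inconclusive means only one of the two criteria is met; inactive means neither criterion is met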;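 further: 0% = median of the neutral control wells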
* hit, by the source's call; ? = inconclusive; / = no result given. Compounds as they come; overall some 3.1% were active at least once.

SMILES	m5-HT2A agonist	PDI turbidity	ABCB6 inh MLPCN	H9c2 protect	Glyco luc inh	hiPSC survival	Exocytosis inh	aDG glyco up	Vif inh	CaV13 FRET inh
Cn1cc(-c2coc3c(C(=O)NCc4cccs4)cccc23)cn1	-7	-12	97	8	4	0.2	-8	0.4	-2	/
CC(C)C[C@H]1CNC(=S)N1CC1CCN(CC2CCCC2)CC1	4	-4	103	0	1	-0.2	-1	0.0	/	-6
Nc1nc(OCc2ccccc2)c2[nH]cnc2n1	0	2	90	0	3	-2.1	-2	-0.1	-9	-5
CC(C)(C)OC(=O)N1CCC(C(=O)Nc2ccc(C(=O)N3CCCCC3)cc2)CC1	1	-3	98	0	4	-0.8	-3	-0.2	-1	-5
CC[C@H](C)[C@@H](COC=O)NC(=O)[C@H]1O[C@@H](n2ccc(N)nc2=O)[C@H](O)[C@@H]1O	2	/	98	-3	0	-1.0	-2	-0.3	2	-7
COc1cc2ccccc2cc1C(=O)Nc1ccc(CN2CCOCC2)cc1	-3	7	95	-2	0	-0.3	28	0.0	12	-3
O/N=C(\CN1CCCCC1)c1ccccc1	-4	1	85	-1	-1	0.0	-5	0.2	-9	-3
Cc1ccc(NC(=O)C[n+]2ccccc2)cc1C	3	7	100	2	-1	0.6	-9	-0.1	-4	-19
COC(=O)/C(C#N)=C/N(C)C	-2	15	98	1	1	0.1	-1	-0.1	-3	-20
CN(C(=O)c1ccc(F)cc1)c1ccccc1C(=O)NCc1ccccc1	2	8	95	0	/	-0.2	-1	0.2	/	-3
Cc1cccc([C@@H]2[C@@H]3C(=O)N(Cc4ccccc4)C(=O)[C@@H]3[C@]3(Cc4ccc(Cl)cc4)C(=O)N(c4ccc(Br)cc4)C(=O)N23)c1	2	0	96	-3	-5	-1.8	3	-0.2	/	-13
CCCNC(=O)COC(=O)/C(C#N)=C/c1cc(C)n(CCC)c1C	4	-5	97	-1	0	0.0	-3	-0.2	6	-8
O=C(Nc1cccc(Cl)c1)Nc1nccs1	1	-1	104	-9	-2	-0.5	-3	0.1	-7	-5
CCCCn1nnnc1C(c1ccccc1)N1CCN(c2ncccc2C(F)(F)F)CC1 (stereo unspecified)	6	/	98	/	/	-0.5	-1	0.0	/	-6
COc1ccc(CNC(=O)CN2C(=O)COc3ccc(S(=O)(=O)NC4CCCC4)cc32)cc1	0	-1	104	-2	0	-0.3	2	0.0	1	-4
COc1ccccc1CNC(=O)C1CCC1	15*	-9	106	-8	0	2.9	-1	-0.1	-2	-3
CC(=O)c1ccccc1NC(=O)COC(=O)C1=NN(c2ccccc2)C(=O)CC1	-6	-33	98	1	2	-0.4	1	-0.3	-1	-5
CCCCN1CC(N2CCN(CCO)CC2)CS1(=O)=O (stereo unspecified)	8	/	99	2	2	-0.4	-2	0.2	/	-7
COc1cccc(-c2cc(C(=O)NCCCN3CCOCC3)no2)c1	1	8	96	-2	-1	0.7	-8	0.2	5	-4
O=C(NCc1ccccc1Cl)C1CCN(c2ncnc3c2nc2n3CCCCC2)CC1	-1	4	97	-8	1	-0.6	-2	0.4	-3	-6
Cc1cc(C=O)c(C)n1-c1cc(C(F)(F)F)ccc1N1CCOCC1	2	-5	90	138*	-1	3.6	-4	0.1	10	-4
Cc1ccc(NC(=O)NCC2CCN(Cc3cc(C)ccc3Cl)CC2)c(C)c1	-3	1	94	4	0	0.0	8	0.4	2	-6
CN(C)C(CNC(=O)CCOc1ccccc1)c1ccco1 (stereo unspecified)	0	1	95	5	0	1.8	2	-0.2	-2	-1
CNC(=O)COC(=O)c1cccnc1SC	6	25	199	5	2	2.7	-2	0.1	/	/
COc1ccc(C(=O)c2cn[nH]c2-c2cc(C)ccc2O)cc1	-2	7	79	2	0	-0.3	-1	0.2	12	-21
(cont.)
SMILES	m5-HT2A agonist	PDI turbidity	ABCB6 inh MLPCN	H9c2 protect	Glyco luc inh	hiPSC survival	Exocytosis inh	aDG glyco up	Vif inh	CaV13 FRET inh
CCCCn1c(N)c(NCc2ccccc2)c(=O)[nH]c1=O	1	-1	98	5	3	1.0	-3	0.0	-7	2
CC1(C)C/C(=N\NC(=S)Nc2ccccc2F)c2cc(O)ccc2O1	-3	0	98	3	-7	-3.3	-1	0.6	-2	-5
Cc1csc2nc(CN3CCN(CC(=O)N(C)C)CC3)cc(=O)n12	6	4	98	-1	1	-0.5	-5	-0.2	-4	-3
CC1(C)CC(=O)C(CC(=O)Nc2ccc(S(N)(=O)=O)cc2)=C(O)C1	3	-13	102	5	3	0.1	1	-0.1	15	-7
Cc1cc2nc3c(=O)n(C4CCCCC4)c(=O)[nH]c3nc2cc1N	0	1	107	5	9	0.5	-4	-0.4	-2	-32
CCOc1ccc(-c2nc(CSCC(=O)N3CCN(C(=O)c4ccco4)CC3)c(C)o2)cc1	-3	/	96	-16	1	-2.9	2	0.2	-4	-2
CCN(CC)CCCN(Cc1cc2cc3c(cc2[nH]c1=O)OCO3)C(=S)NCc1ccco1	14	5	94	18	-2	-0.1	-2	0.4	-8	-1
NC(=O)c1cccc(-c2ccnc3c2CC(C(=O)NCc2cccc(Cl)c2)O3)c1 (stereo unspecified)	-3	3	96	10	5	4.3	2	-0.1	-11	-5
O=C(Nc1cccc2cccnc12)c1ccccc1Cl	-8	-2	93	7	0	0.8	0	-0.1	3	-5
CC1CN(c2cc3nccnc3cc2F)CC(C)O1 (stereo unspecified)	14	18	99	-4	1	0.4	-2	0.2	-7	-5
CCCCc1ccc(Nc2ncnc3nc[nH]c23)cc1	4	-11	97	-27	-8	-1.1	-1	-0.2	19	-8
O=C(Cn1nc(C(=O)O)c2ccccc2c1=O)Nc1cccc(Br)c1	-6	5	98	44	1	0.4	1	0.2	-1	-4
Cc1ccc(NC(=O)CS(=O)CC(=O)NCCCN(C)c2ccccc2)cc1 (stereo unspecified)	1	-3	99	-1	1	-1.1	4	-0.1	19	-8
CN(C)CCn1nnc2c(=O)oc3ccccc3c21	-2	-8	100	7	2	-0.2	2	0.0	1	-2
CCc1ccc(CNC(=O)CCCn2nc(C)n3ccnc3c2=O)cc1	-3	/	102	9	1	-1.0	-2	0.2	-1	-6
NCCc1nnc(SCC(=O)Nc2ccc(Br)cc2)o1	-6	7	94	7	3	-0.3	-5	0.3	24	-7
Cc1cc(=O)[nH]c(SC(C)C(=O)Nc2cccc3ccccc23)n1 (stereo unspecified)	5	3	107	0	1	0.1	-2	0.0	-1	-7
CC(C)[C@H](NC(=O)c1ccco1)C(=O)OCC(=O)N(C)c1ccccc1	1	-2	99	3	-1	0.3	-2	-0.1	-6	2
Cc1ccccc1CSCC(=O)c1c(N)n(C)c(=O)n(C)c1=O	7	0	100	3	0	1.0	-5	0.1	?	-7
C/C(=N\Nc1ccccn1)c1ccc2c(c1)OCO2	-5	-1	99	-4	0	0.2	0	0.0	11	-1
O=S(=O)([N-]c1nc2ccccc2nc1-[n+]1ccc(CCCc2ccccc2)cc1)c1cccs1	0	-7	114	13	-2	1.4	-8	0.1	-5	-6
CCN(CC)S(=O)(=O)c1cccc(NC(=O)c2ccc(-n3nc(C)cc3C)cc2)c1	-2	-13	100	-3	-6	-1.6	12	1.8	-3	-6
CC(OC(=O)c1ccc(S(=O)(=O)NCc2ccco2)cc1)C(=O)Nc1ccccc1 (stereo unspecified)	-1	-7	97	-5	0	1.1	-7	0.5	20	-10
CCCCCC(=O)Nc1ccc(S(=O)(=O)Nc2cc(OC)nc(OC)n2)cc1	-3	10	101	-2	-1	-0.7	-10	-0.1	-10	-7
C=COCCNC(=O)Nc1ccc(Cl)cc1Cl	-3	0	102	-12	-2	0.9	-6	0.0	-41	/

Taken from above:
CN(C)CCn1nnc2c(=O)oc3ccccc3c21 @ Vif inh = 1
Cc1ccc(NC(=O)CS(=O)CC(=O)NCCCN(C)c2ccccc2)cc1 (stereo unspecified) @ ABCB6 inh MLPCN = 99

Next section
SMILES	m5-HT2A agonist	PDI turbidity	ABCB6 inh MLPCN	H9c2 protect	Glyco luc inh	hiPSC survival	Exocytosis inh	aDG glyco up	Vif inh	CaV13 FRET inh
CCc1ccc(-c2cc(C(F)(F)F)n3nc(C(=O)Nc4cnn(Cc5ccc(C)cc5)c4)cc3n2)s1	-5	6	98	-6	4	-1.0	1	-0.3	3	/
COc1cc(S(=O)(=O)NCCN2CCOCC2)ccc1-n1cnnn1	2	-5	101	2	3	-0.1	2	-0.2	3	-3
COc1ccc(Cl)cc1NC(=O)[C@@]1(CC(=O)O)CC(/C=C/c2ccccc2)=NO1	7	0	102	13	2	-0.3	-2	0.2	-9	-2
COc1ccc(NC(=O)COc2coc(CN3CCc4ccccc43)cc2=O)cc1	-4	3	103	-12	-1	0.0	-4	0.0	2	-5
O=C(CSc1ccc(-c2ccco2)nn1)Nc1ccccc1F	10	3	94	-3	0	7.6	6	-0.2	5	-9
COc1ccc(C(=O)Nc2cccc(S(C)(=O)=O)c2)cc1OC	-4	4	95	12	1	0.8	0	-0.6	2	-5
Cc1ccc(-n2c([S-])c(C(=O)Nc3ccc(OC(F)F)cc3)[n+]3ccc(C(=O)NCCO)cc23)cc1C	-1	7	102	8	-3	-0.8	24	0.5	4	-4
CC(C)(C)NC(=O)CN(Cc1cccs1)C(=O)C1COc2ccccc2O1 (stereo unspecified)	-3	10	89	3	-2	-1.3	1	0.0	14	-8
COc1ccc(CCn2c(=S)[nH]c3cc(C(=O)N4CCOCC4)ccc3c2=O)cc1OC	1	-2	96	18	-4	-0.2	-1	-0.3	-1	-3
O=C(NCCN1CCOCC1)c1cccc(S(=O)(=O)Nc2cc(Cl)ccc2Cl)c1	6	-5	97	5	2	-0.5	-3	0.3	1	-6
CCOc1ccccc1C(=O)Nc1cc(C(=O)NCCc2ccccc2)ccc1Cl	-2	-6	100	-8	-2	-0.3	20	-0.2	-1	-5
CNC(=O)c1cc(S(=O)(=O)N2CC(C)OC(C)C2)ccc1N1CCOCC1 (stereo unspecified)	-3	-5	100	4	1	-0.2	-12	-0.3	-4	-3
Cc1c([N+](=O)[O-])c([N+](=O)[O-])nn1CC(=O)N1CCOCC1	0	1	102	-1	-1	-0.5	-4	0.7	4	7
Cc1ccc(S(=O)(=O)N(CC2CO2)c2cc(Cl)ccc2Cl)cc1 (stereo unspecified)	4	-1	177	5	7	-0.1	21	0.2	3	-4
O=C(Cn1nc(C(F)(F)F)c2c1CCCC2)NC1CCCC1	-6	-3	101	4	-3	3.1	1	-0.2	-2	-8
NNC(=O)CCN1CCCCC1	-5	1	98	0	3	1.1	10	0.4	-8	-16
CSc1cccc(NC(=S)N2CCCN(Cc3ccc(F)cc3)C2)c1	0	14	96	9	0	0.2	1	0.1	10	-5
Cc1ccc(CC(=O)NC2CCSC2=O)cc1 (stereo unspecified)	3	6	96	-1	1	-1.6	8	1.1	-12	-5
CCc1ccc(NC(=S)Nc2cc(C(=O)O)ccc2N2CC3CC(C2)c2cccc(=O)n2C3)cc1 (stereo unspecified)	-2	2	97	-8	1	-1.6	0	-0.3	-5	-4
O=C(Nc1ccccc1)c1ccc(Br)o1	7	13	101	-1	0	-1.1	-5	0.0	/	-7

Assay outcomes as filed in PubChem BioAssay.
